Compound activity as filed in PubChem.
Autophagy HCS: alters autophagy in cells; MEF GFP-LC3 puncta imaging; test concentration mostly 10 µM; calls only at 10 µM (by protocol); 0.98% of 190,000 active;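 active = percentage of spot-positive cells more than 3 SD above its plate mean, without a fluorescence outlier flag or 80% toxicity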;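 note: spot-positive cell cutoff set from DMSO-treated cells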
Insulin prom up: MIN6 insulin promoter up-regulation | MIN6 insulin promoter-GFP reporter, high-content imaging; active compounds read high | z-score at 5 µM | 0.3% of 190,000 active | AID 1625;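 active = z-score above 3 at 5 µM with at least 500 cells counted in the well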
CSM14.1 death rescue: rescue of cells from ER stress-induced death, primary screen, 384-well, CSM14.1, thapsigargin, ATP luminescence (AID 1222) | CSM14.1 thapsigargin-induced death rescue, ATP luminescence; higher % means a stronger effect | cellular ATP content (survival), % at 20 µM, or EC50 in µM where a hit was titrated | 190,000 tested, under 10 active;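 active = EC50 below 50 µM in the dose-response confirmation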;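 note: death triggered by thapsigargin at about 15 µM added after 2 h compound pretreatment; cell ATP read after overnight thapsigargin exposure of roughly 18 to 22 hours; normalized against plate controls of thapsigargin alone and 5% DMSO vehicle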
Lipid droplet: hepatic lipid droplet formation modulation. 0.4% of 240,000 active. inhibition, % at 6.5 µM. AML12 mouse hepatocytes, oleate lipid droplets, BODIPY imaging;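 active = lipid droplet intensity inhibited by at least 50%, with more than 500 cells counted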
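Material – AML12 mouse liver cells · Also added – oleate loading, 100 µM · Compound dosing – 6.5 µM single-point dosing · Times – overnight treatment with compound plus oleate · Measured by – fluorescence imaging, 20x objective, two fields per well · Read-out – percent inhibition of filter-corrected integrated lipid droplet intensity per well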
MT stabilize HCS: stabilizes microtubules in HeLa cells | HeLa tubulin immunostaining HCS, 24 h; share of cells brighter than vehicle mean+2SD | % tubulin-high responders, % at 10 µM | 0.83% of 200,000 active | AID 2205;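 active = plate Z-score above 3 for both tubulin-high and condensed-nucleus cell shares, with cell loss under 80%, at 10 µM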;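 note: anti alpha tubulin signal scored within the nucleus-defined area of each cell; some results filed as inactive read as strong as hits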
Dynein transport: blocks dynein driven cargo transport along microtubules. 3617.4 mouse cells, GR-EGFP nuclear translocation imaging; test concentration mostly 20 µM; stimulated with dexamethasone, 1 µM; active compounds read low. z-score, hits read low. 0.47% of 220,000 active;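 active = plate z-score of nuclear minus cytoplasmic receptor signal below a set negative limit, without overly bright fluorescence or cell loss, cut at about -3.5 in these data, passing the limit was not always enough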;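 note: z-score of nuclear minus cytoplasmic ring GR-EGFP intensity difference per well; some compounds called inactive have numbers as strong as hits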
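Buffer or medium: tet-free, stripped-serum medium; reagent: dexamethasone at 1.0 µM final, 30 min; incubation: 48 h induction, 1 h compound, 30 min dex at 37 °C; measured by: formaldehyde fixation, Hoechst nuclear stain, 10x automated fluorescence imaging; read-out: nuclear-to-cytoplasmic GR-EGFP distribution per well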
bCat nuc transl: beta-catenin nuclear translocation modulation; HeLa beta-catenin nuclear translocation, immunofluorescence imaging; nuclear translocation activity, % at 5 µM; 0.3% of 190,000 active;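 active = nuclear translocation activity above 50% at 5 µM, with a well cell count of 50 or more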;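 note: per-cell ratio of nuclear to cytoplasmic median beta-catenin stain intensity; plate controls were DMSO negative control for no effect and GSK-3 inhibitor IX positive control for full effect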
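Technique: fluorescence imaging of beta-catenin antibody stain plus DAPI / Material: human HeLa cell line / Incubation: compound treatment 24 h, 37°C, 5% CO2 / Read-out basis: % activation of per-cell nuclear versus cytoplasmic median beta-catenin signal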
Salmonella PhoP GFP: PhoP-dependent GFP reporter repression – Salmonella Typhimurium, primary screen (AID 1863); S. Typhimurium PhoP-regulated promoter GFP reporter, 4 h; higher % means a stronger effect; inhibition, % at 50 µM; hits with a dose series show IC50 in µM; 0.16% of 300,000 active;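 active = inhibition over 29.93%, a cutoff 3 SD above the screen mean, later confirmed by dose response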;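 note: 0% = low Mg2+ inducing control and 100% = high Mg2+ repressing control; strong numbers were not always called active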
T cell modulator: T cell immune modulation candidate; 2C CD8+ T cell-vesicle binding, flow cytometry; active compounds read low; calls only at 7 µM; 0.068% of 330,000 active;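 active = response, share of CD8 T cells binding vesicles, and their 90th percentile fluorescence all below set limits, cut at about 80% in these data, passing the limit was not always enough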
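Benchmarks: naked versus QL9-loaded vesicles / Assay system: purified 2C TCR transgenic mouse naive CD8+ T cells / Technique: high-throughput flow cytometry with anti-B7-1 and anti-CD8 staining / Timing: Cell–vesicle co-incubation 1.5 h at 37 °C, staining 20 min on ice / Read-out: percent CD8+ FL2 mean versus row control / Probe or stimulus: QL9-loaded Drosophila micro-vesicles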
Dynein transport cytoplasmic EGFP: second read-out of Dynein transport, no call of its own (marks repeat the call); z-score; measured here: cytoplasmic GR-EGFP intensity; active compounds read high
Dynein transport nuclear GR-EGFP: recorded beside Dynein transport, whose call it bears; z-score; measured here: nuclear GR-EGFP intensity;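 lower value marks the stronger effect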
Dynein transport cell count: recorded beside Dynein transport, whose call it bears; z-score; measured here: cell count per field
Insulin prom up cell count: also measured in Insulin prom up; calls as there; cell count; measured here: cytotoxicity, nuclei count;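 total cells summed across four imaged fields per well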
Lipid droplet cells 6.5 µM: also measured in Lipid droplet; calls as there; cell count; measured here: cell count, cytotoxicity flag;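 cells counted across two imaged fields per well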
bCat nuc transl cell count 5 µM: further read-out of bCat nuc transl, marked with its call; cell count; measured here: cell count, cytotoxicity flag
T cell modulator vesicle-bound %: recorded beside T cell modulator, whose call it bears; double positive events, %; measured here: CD8+ vesicle-bound cell fraction;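 binding gate set so that unloaded-vesicle control wells show 10% double positive cells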
MT stabilize HCS Hoechst-high %: also measured in MT stabilize HCS; calls as there; % Hoechst-high responders; measured here: nuclear condensation Hoechst responders;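 share of cells brighter than vehicle mean plus two SD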
MT stabilize HCS cytotoxicity %: second read-out of MT stabilize HCS, no call of its own (marks repeat the call); toxicity, %; measured here: cytotoxicity by cell density;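 0% = mean cell density of plate MIN control wells and 100% = no cells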
Autophagy HCS cell loss 18 h: recorded beside Autophagy HCS, whose call it bears; toxicity, %; measured here: cell loss, nuclei count;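 cell loss after 18 h compound exposure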
Active calls of the source: *; i = inactive; x = not tested or not shown.

SMILES | Autophagy HCS | Autophagy HCS cell loss 18 h | Insulin prom up | Insulin prom up cell count | CSM14.1 death rescue | Lipid droplet | Lipid droplet cells 6.5 µM | MT stabilize HCS | MT stabilize HCS Hoechst-high % | MT stabilize HCS cytotoxicity % | Dynein transport | Dynein transport cytoplasmic EGFP | Dynein transport nuclear GR-EGFP | Dynein transport cell count | bCat nuc transl | bCat nuc transl cell count 5 µM | Salmonella PhoP GFP | T cell modulator | T cell modulator vesicle-bound %
Cn1c(CN2CCCC2)nc2cc(NC(=O)c3cccs3)ccc21 | i | 1 | 0.38 | 1136 | -6.4% | 2 | 751 | 3.4 | 2.3 | 5.9 | 0.33 | -0.21 | 1.2 | -1.1 | 0.3 | 524 | 8% | i | 29
CNc1cc(N2CCN(S(=O)(=O)N(C)C)CC2)ccc1[N+](=O)[O-] | i | 12 | 0.69 | 1596 | -0.7% | 10 | 684 | 2.2 | 3.2 | 6.3 | -0.72 | -0.33 | 0.16 | 0.53 | -5.0 | 1076 | -6% | i | 22
CC(C)C(c1nnnn1Cc1cccs1)N1CCN(C2CCCC2)CC1 (stereo unspecified) | i | -3 | 1.1 | 737 | 2.2% | -8 | 705 | 3.6 | 1.3 | 6.8 | 0.94 | -0.27 | -0.45 | 0.88 | 0.6 | 987 | -2% | i | 44
Cc1cc(C)nc(SCc2cccc(C(=O)O)c2)n1 | i | -4 | -0.09 | 1295 | -2.2% | 14 | 757 | 3.2 | 2.2 | 4.9 | -1 | -0.27 | -0.53 | 0.66 | 0.3 | 1073 | 1% | x | x
Cn1c(N2CCOCC2)cc(=O)n(C)c1=O | i | 5 | 0.35 | 1481 | -1.8% | -30 | 640 | 2.6 | 2.4 | 7.5 | -0.96 | -0.29 | -0.59 | 1.3 | 1.3 | 944 | 2% | i | 43
COc1ccccc1C(=O)OCC(=O)NC(=O)NCc1ccccc1 | i | 33 | -0.6 | 1293 | x | 12 | 745 | 1.5 | 1.9 | 2.5 | 1.3 | -0.083 | 0.97 | -2 | -4.3 | 1066 | -2% | i | 58
Cc1ccc(C)c(S(=O)(=O)Nc2ccc3scnc3c2)c1 | i | 11 | 0.04 | 1137 | -2.7% | 0 | 757 | 25 | 5.2 | 50 | -0.47 | -0.27 | -0.44 | 0.3 | x | x | -7% | i | 37
CN(C)c1ccc(CN(C)C2CCCCC2)cc1 | i | 34 | -0.84 | 1009 | -1.3% | x | x | 1.2 | 1.2 | 5.1 | 0.07 | -0.14 | 0.31 | 0.79 | x | x | 9% | i | 32
Cc1cccc(C(=O)NC(C(=O)Nc2nc(-c3ccccn3)cs2)C(C)C)c1 (stereo unspecified) | i | 19 | x | x | 0.1% | -16 | 675 | 7.6 | 0.7 | 0.7 | 1.8 | -0.23 | 0.62 | -0.81 | 1.4 | 1050 | 22% | i | 22
CCOC(=O)NC(NCc1ccccc1Cl)(C(F)(F)F)C(F)(F)F | i | 36 | x | x | -1.0% | 2 | 848 | 3.0 | 2.7 | 7.6 | 0.25 | -0.034 | -0.031 | 1.2 | -9.1 | 971 | 6% | i | 61
CCC1=NN(C(=O)Cc2ccccc2)C(O)(c2ccncc2)C1 (stereo unspecified) | i | 2 | 0.99 | 1711 | -0.6% | -9 | 678 | 2.3 | 2.4 | 0.2 | -1.4 | -0.33 | -0.73 | 1.3 | 0.0 | 894 | -7% | i | 28
COC(=O)c1cc(C(=O)OC)cc(-n2c(C)cc(C=O)c2C)c1 | i | -9 | -0.59 | 1206 | 1.4% | 15 | 673 | 6.7 | 2.6 | 4.4 | -0.52 | -0.012 | 0.12 | 0.17 | -0.6 | 1165 | -8% | i | 11
CCS(=O)(=O)N1CCC(C(=O)NCc2ccc3c(c2)OCO3)CC1 | i | 0 | -0.04 | 1103 | 0.2% | -2 | 698 | 3.5 | 1.5 | 6.2 | -0.8 | -0.29 | -0.45 | 0.66 | -0.3 | 1000 | -2% | i | 40
CN(CCNC(=O)C1CCN(S(=O)(=O)c2cnc[nH]2)CC1)Cc1ccccc1 | i | 6 | -0.4 | 1552 | -1.2% | x | x | 3.5 | 4.0 | 6.8 | 0.57 | -0.14 | 0.5 | 0.84 | -1.9 | 1448 | 4% | i | 57
C=CCNc1nc(-c2cccs2)c(CC(=O)O)s1 | x | x | 0.73 | 1055 | x | -8 | 742 | x | x | x | -0.89 | 0.004 | 0.29 | 0.13 | -0.6 | 1265 | 2% | i | 54
COc1cc2c(cc1OC)CN(C(=O)COc1ccc(C#N)cc1)CC2 | i | -2 | x | x | x | -5 | 653 | 2.2 | 3.5 | 22 | 0.3 | -0.18 | 0.53 | 0.9 | x | x | -2% | i | 62
Cc1cccc(-c2nnc(SCC(=O)Nc3ncccn3)n2C)c1 | i | 13 | -0.07 | 1357 | -0.8% | 4 | 731 | 2.2 | 2.4 | 0.3 | 0.013 | -0.26 | 0.041 | 1.3 | -2.2 | 1063 | 1% | i | 25
CC1CC(C)CN(S(=O)(=O)c2ccc(NN)nc2)C1 (stereo unspecified) | x | x | 0.39 | 1398 | x | 2 | 731 | x | x | x | 0.22 | -0.25 | -0.012 | -0.22 | -0.2 | 1190 | -6% | i | 36
Cc1cc(C)nc(NC(=NCCc2c[nH]c3ccccc23)NC(=O)Nc2cccc([N+](=O)[O-])c2)n1 | i | 1 | x | x | 1.8% | -4 | 533 | 3.0 | 3.3 | 0.4 | -0.17 | -0.32 | -0.36 | 0.25 | 0.2 | 948 | 9% | i | 20
Cc1ccc(-c2nc3ccccc3n2C)o1 | i | -38 | 0.9 | 882 | -4.5% | 6 | 752 | 1.9 | 2.3 | 5.4 | -1 | -0.26 | -0.77 | 0.26 | -0.6 | 979 | 8% | i | 8
C1CCC(Nc2nnnn2C2CCCCC2)CC1 | i | 10 | -0.67 | 1370 | -1.7% | x | x | 4.9 | 2.2 | 4.3 | -0.77 | -0.11 | 0.11 | 0.67 | -6.0 | 923 | -2% | i | 7
O=S(=O)(c1ccc(Br)s1)N1CCc2ccccc2C1 | i | 1 | -0.09 | 935 | 0.2% | -4 | 730 | 1.7 | 2.1 | 5.5 | -0.4 | -0.062 | 0.051 | -1 | 0.3 | 1323 | 4% | i | 11
COc1cccc(N=Nc2c(=O)[nH]n3c(=O)cc(C)[nH]c23)c1 | i | -6 | -0.49 | 925 | -0.1% | -12 | 729 | 1.8 | 1.2 | 4.0 | -0.78 | -0.19 | -0.13 | 0.61 | -1.7 | 1224 | 14% | i | 50
Cc1cc(N)n(Cc2ccc(Cl)cc2)n1 | i | 1 | -0.96 | 1386 | -0.4% | -11 | 740 | 2.2 | 2.5 | 7.8 | -0.093 | -0.25 | -0.1 | 0.18 | -1.5 | 1014 | -5% | i | 25

In the list so far, 3 have an NH in an aromatic ring:
SMILES | Autophagy HCS | Autophagy HCS cell loss 18 h | Insulin prom up | Insulin prom up cell count | CSM14.1 death rescue | Lipid droplet | Lipid droplet cells 6.5 µM | MT stabilize HCS | MT stabilize HCS Hoechst-high % | MT stabilize HCS cytotoxicity % | Dynein transport | Dynein transport cytoplasmic EGFP | Dynein transport nuclear GR-EGFP | Dynein transport cell count | bCat nuc transl | bCat nuc transl cell count 5 µM | Salmonella PhoP GFP | T cell modulator | T cell modulator vesicle-bound %
CN(CCNC(=O)C1CCN(S(=O)(=O)c2cnc[nH]2)CC1)Cc1ccccc1 | i | 6 | -0.4 | 1552 | -1.2% | x | x | 3.5 | 4.0 | 6.8 | 0.57 | -0.14 | 0.5 | 0.84 | -1.9 | 1448 | 4% | i | 57
Cc1cc(C)nc(NC(=NCCc2c[nH]c3ccccc23)NC(=O)Nc2cccc([N+](=O)[O-])c2)n1 | i | 1 | x | x | 1.8% | -4 | 533 | 3.0 | 3.3 | 0.4 | -0.17 | -0.32 | -0.36 | 0.25 | 0.2 | 948 | 9% | i | 20
COc1cccc(N=Nc2c(=O)[nH]n3c(=O)cc(C)[nH]c23)c1 | i | -6 | -0.49 | 925 | -0.1% | -12 | 729 | 1.8 | 1.2 | 4.0 | -0.78 | -0.19 | -0.13 | 0.61 | -1.7 | 1224 | 14% | i | 50
